rCAG RNA binder: r(CAG) repeat RNA binding | TO-PRO-1 dye displacement fluorescence | inhibition, % at 3 µM | actives 1.3% (n = 370,000) | AID 651821;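 active = inhibition above the plate cutoff, the mean of all test compounds on that plate plus 3 SD, cut at about 35% in these data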;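 note: 0% = DMSO alone and 100% = 100 µM mitoxantrone as full dye displacement; higher means more dye released from RNA so lower well fluorescence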
TCR CD3 inh: blocks the human TCR-CD3 interaction. TAMRA-labeled TCR probe fluorescence, biochemical. inhibition, % at 9.4 µM. actives 0.37% (n = 360,000). AID 651800; in the data active = inhibition above about 19%;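 note: recombinant mutant TCR 2C K166C tagged with TAMRA read by polarization; 0% = receptor in buffer alone and 100% = receptor with positive control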
GC-B act: GC-B (human) receptor activation. HEK293-GC-B cells, CNP EC30, cGMP TR-FRET; 0% at EC30 CNP, 100% saturating CNP. activation, % at 10 µM. actives 0.11% (n = 370,000). AID 1920062;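 active = activation at 10 µM reaching about 35% in either raw or pattern-adjusted values, limit read from the data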
SIAE inh: blocks human sialic acid acetylesterase; Q9HAT2; SIAE FP-Rh probe binding, fluorescence polarization; inhibition, % at 9.66 µM; actives 0.69% (n = 370,000); AID 1053197;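 active = inhibition above a cutoff: mean of compounds within the control limits plus 3 SD of those, cut at about 17% in these data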;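 note: 0% = plate median of compound wells and 100% = probe without SIAE protein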
MBD2 inh: blocks human MBD2 binding to methylated DNA; actives 0.31% (n = 370,000); AID 686964; TR-FRET, MBD2 binding to methylated oligonucleotide; inhibition, % at 4.4 µM; in the data active = inhibition above about 13%
Target sequence (Q9UBB5 whole entry, looked up): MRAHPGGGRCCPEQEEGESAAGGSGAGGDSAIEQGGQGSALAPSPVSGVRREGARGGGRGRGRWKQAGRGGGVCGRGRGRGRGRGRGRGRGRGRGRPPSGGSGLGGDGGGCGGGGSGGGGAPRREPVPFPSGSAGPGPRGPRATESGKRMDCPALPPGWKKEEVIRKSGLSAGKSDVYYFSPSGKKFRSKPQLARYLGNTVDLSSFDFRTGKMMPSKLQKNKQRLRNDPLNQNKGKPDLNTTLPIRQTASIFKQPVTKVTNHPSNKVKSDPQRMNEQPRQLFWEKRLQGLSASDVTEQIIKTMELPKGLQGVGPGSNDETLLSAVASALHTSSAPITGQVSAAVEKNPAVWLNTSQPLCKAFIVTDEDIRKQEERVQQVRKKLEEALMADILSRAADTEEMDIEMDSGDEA
HTRA1 inh: blocks human HTRA1 serine peptidase; inhibition, % at 5.96 µM; actives 0.5% (n = 340,000); Q92743; recombinant HTRA1, FP-rhodamine activity-based probe, fluorescence polarization; in the data active = inhibition above about 36%;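 note: 0% = enzyme with DMSO and 100% = wells lacking enzyme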
mABHD4 FP: inhibits mouse alpha/beta hydrolase domain 4; Q8VD66; purified mABHD4, FP-Rh probe fluorescence polarization; actives 0.54% (n = 370,000); inhibition, % at 8.92 µM;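 active = inhibition exceeding the mean over every tested compound plus 3 SD, cut at about 30% in these data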;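 note: 0% = plate median of compound wells and 100% = S159A mutant with DMSO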
Target sequence (Q8VD66 whole entry, looked up, the tested form may be a part): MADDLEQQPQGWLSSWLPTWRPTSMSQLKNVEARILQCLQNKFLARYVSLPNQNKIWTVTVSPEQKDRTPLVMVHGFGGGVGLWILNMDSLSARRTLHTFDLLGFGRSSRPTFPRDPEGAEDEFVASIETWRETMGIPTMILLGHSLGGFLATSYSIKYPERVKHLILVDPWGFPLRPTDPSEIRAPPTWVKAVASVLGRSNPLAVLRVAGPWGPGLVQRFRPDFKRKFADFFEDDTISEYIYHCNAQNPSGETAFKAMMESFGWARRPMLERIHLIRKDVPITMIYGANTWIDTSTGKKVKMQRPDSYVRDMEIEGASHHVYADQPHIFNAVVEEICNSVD
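Test system: mABHD4 protein | Buffer or medium: HEPES pH 7.0 buffer, 150 mM NaCl, 0.01% Pluronic F-127 | Probe or stimulus: FP-Rh fluorescent activity-based probe, added after compound pre-incubation | Timing: Pre-incubation 45 min, probe exposure 60 min, at 25 °C | Technique: Fluorescence polarization, excitation 525 nm, emission 598 nm, BODIPY TMR filters | Repeats: Single well per compound (singlicate)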
TDP2 absorb: TDP2 (human) inhibition, absorbance primary screen; O95551; recombinant TDP2, T5PNP hydrolysis, p-nitrophenol absorbance 415 nm; inhibition, % at 12.8 µM; actives 0.34% (n = 370,000); AID 720702;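 active = inhibition above the mean of all tested compounds plus 3 SD, set per campaign, cut at about 25% in these data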;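 note: 0% = DMSO with enzyme and 100% = buffer with substrate but no TDP2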
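System: recombinant human TDP2 / Amount: 120 nM TDP2 per well / Also added: 5 mM T5PNP chromogenic substrate / Doses: 12.8 µM single point, 1% DMSO / Incubation: 2 h at 37 °C / Detection: p-Nitrophenol epi absorbance / Evaluation: % inhibition relative to enzyme-containing and enzyme-free wells / Repeats: singlicate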
LEDGF integ inh: blocks HIV-1 LEDGF/p75-dependent DNA integration; TR-FRET IN-LEDGF/p75 DNA integration, Eu/Cy5; inhibition, % at 3.7 µM; actives 0.64% (n = 370,000); AID 743269;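 active = inhibition above the screen-wide mean plus 3 SD, cut at about 13% in these data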;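 note: signal is the Cy5 over europium emission ratio at 671 and 618 nm; 0% = plate median of compound wells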
PRMT1 FP inh: PRMT1 (human) inhibition, primary screen | Q99873 | recombinant PRMT1, activity-based probe fluorescence polarization | inhibition, % at 2.79 µM | actives 1.3% (n = 370,000);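 active = inhibition above about 21% made by adding two undisclosed values, limit read from the data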
An asterisk follows results filed as active; . = not tested or not shown. Some of the compounds tested; count on the stated rates, not on these rows.

Sample of the layout, 2 compounds:
Each structure is followed by: rCAG RNA binder, TCR CD3 inh, GC-B act, SIAE inh, MBD2 inh, HTRA1 inh, mABHD4 FP, TDP2 absorb, LEDGF integ inh, PRMT1 FP inh
#1 O=C(NN1C(=O)c2ccccc2NC1c1ccc([N+](=O)[O-])o1)c1ccccc1 (stereo not given)
→ 2, -1, 0, 7, 2, -1, 6, -9, -2, 2
#2 N#C/C(=C(/O)CN1CCN(c2ccccc2F)CC1)c1nc(-c2ccc(Cl)cc2)cs1
→ 23, -2, 0, 8, -1, -5, -4, 2, -1, 1

The listing, from the first entry:
Each structure is followed by: rCAG RNA binder, TCR CD3 inh, GC-B act, SIAE inh, MBD2 inh, HTRA1 inh, mABHD4 FP, TDP2 absorb, LEDGF integ inh, PRMT1 FP inh
#1 O=C(NN1C(=O)c2ccccc2NC1c1ccc([N+](=O)[O-])o1)c1ccccc1 (stereo not given)
→ 2, -1, 0, 7, 2, -1, 6, -9, -2, 2
#2 N#C/C(=C(/O)CN1CCN(c2ccccc2F)CC1)c1nc(-c2ccc(Cl)cc2)cs1
→ 23, -2, 0, 8, -1, -5, -4, 2, -1, 1
#3 O=C(CSc1ccccn1)Nc1nonc1[N+](=O)[O-]
→ 1, 4, -1, -2, 10, 3, -8, -12, -2, 29*
#4 CC1CCCN(CC(=O)Nc2ccc(S(=O)(=O)NC3CCCCC3)cc2)C1 (stereo not given)
→ -8, 6, 0, -2, -4, -15, 0, 7, -2, -1
#5 Cc1ccc(-c2cc(-c3nnc(SCC(=O)N4CCOCC4)n3N)[nH]n2)cc1
→ 1, ., -2, -2, 1, ., 3, 12, 3, 0
#6 Cc1cccc(C)c1-n1c(=O)n(Cc2ccccc2)c(=O)c2[nH]cnc21
→ -2, 6, 1, 4, 1, 0, 2, -6, 1, 2
#7 O=C(Nc1cc(Cl)cc(Cl)c1)N1CCCN(Cc2ccccc2)CC1
→ -3, -2, -5, 4, -1, -16, 0, -12, 3, -5
#8 O=C(C1=C[C@H](c2ccccc2)C[C@H](OCCCCO)O1)N1CCN(Cc2ccccc2)CC1
→ -1, -4, -6, -4, 7, -9, -5, 0, 1, 4
#9 O=C(c1cc(Cl)nc2ccccc12)N(Cc1nnc(-c2ccccc2Cl)o1)C1CC1
→ -4, -5, -4, 0, -2, -10, 2, -9, -6, 2
#10 O=C(CSc1nccn1-c1cccc(Cl)c1)Nc1ccc2c(c1)OCCO2
→ 1, -1, -10, 3, -3, -3, 3, -5, -2, -1
#11 O=c1c(Sc2ccccc2)c(C(F)(F)F)[nH]n1-c1ccccc1
→ 15, 2, 6, 0, -1, 4, -2, 0, 3, 0
#12 Cc1[nH]c2ccccc2c1C(=O)COc1ccccc1F
→ 2, 6, -5, 5, -3, -14, -11, -3, 0, -1
#13 CCc1ccc2[nH]c(=O)c(CN(CCO)C(=O)NCc3ccccc3)cc2c1
→ -5, -1, 3, 6, -5, 1, -2, -7, 1, -3
#14 O/N=C/c1ccccc1Oc1ccccc1
→ -2, 2, 6, 0, -1, -7, -7, 10, -2, 3
#15 CC/C(O)=N\S(=O)(=O)c1ccc(N=NN(C)C)cc1
→ -2, -5, 6, 5, -3, 1, -8, -3, -4, 1
#16 Cc1ccc(-c2ccc3c(c2)O[C@H](CN(C)Cc2cncnc2)[C@@H](C)CN([C@H](C)CO)S3(=O)=O)cc1
→ 1, -4, 2, 7, -3, -14, 1, 3, -13, -2
#17 c1cc2[nH]c3ccncc3c2cn1
→ 0, -1, 0, -1, -3, 7, 4, -2, 2, 4
#18 COc1ccc(CSc2nnc(SCC(=O)Nc3ccccc3C(F)(F)F)s2)cc1
→ 1, ., 0, 3, -3, ., -6, 0, -4, -1
#19 O=C(CCCc1c[nH]c2ccccc12)N1CCN(c2ccc(N3CCOCC3)nn2)CC1
→ 4, 6, -3, 19*, 1, 9, 5, 4, -1, -4
#20 COc1ccccc1OCCNC(=O)C1CC(=O)N(c2cccc(SC)c2)C1 (stereo not given)
→ -7, -9, 2, 1, 2, -2, 1, -15, 0, 2
#21 C=CCN(C)C(C#Cc1ccccc1)Cc1ccccc1 (stereo not given)
→ ., ., -9, 0, -2, ., -1, -11, 2, -1
#22 O=C1c2ccccc2NC(c2ccc(O)c(O)c2)N1c1ccccc1Cl (stereo not given)
→ -2, 0, -2, 3, 8, 7, 6, -3, -5, 3
#23 Cc1ccncc1C(N)=O
→ 2, 1, 1, 5, 0, 3, 2, -3, 3, -3
#24 OC[C@@H]1CN(Cc2cccs2)C[C@H](n2cnc3c(N4CCCC4)ncnc32)O1
→ 1, 10, 7, -5, -7, ., 4, 4, -1, 0
#25 Cc1ccc(C(=O)CC(C(=O)O)n2cncn2)cc1 (stereo not given)
→ 0, -6, 0, 3, 41*, 2, -15, -10, 2, 3
#26 Cc1ccc(NC(=O)c2ccc(Cl)c(S(=O)(=O)N3CCCCC3)c2)nc1
→ 3, 3, 0, 0, 0, -8, 1, 1, -2, 3
#27 Cc1cccnc1Nc1nc(-c2ccccn2)cs1
→ 0, -2, -3, -7, 4, 7, 2, -4, 10, -5
#28 CCN(CC)S(=O)(=O)c1ccc(C(=O)Nc2nnc(COC)o2)cc1
→ 2, 0, 4, 7, -5, -1, 0, -11, 1, 0
#29 Cc1ccc(C2c3c(oc4ccccc4c3=O)C(=O)N2CCCN2CCOCC2)o1 (stereo not given)
→ 10, 7, 0, 6, 2, 0, 12, 1, -1, 1
#30 Cc1cc(=O)oc2cc(NC(=O)Cc3ccccc3)ccc12
→ 11, -2, -6, -15, 2, -2, -9, -12, 8, -6
#31 O=C1NC[C@@H](CCCCN2C[C@H](Cc3ccc(O)cc3)N(Cc3ccccc3)C(=O)C2=O)N(CC2CCCCC2)C1=O
→ 1, 5, 4, -5, -6, ., -4, 1, 0, 0
#32 COc1ccc(CCNC(=S)NC(=O)c2ccccc2)cc1OC
→ -8, 4, -3, 7, 1, -10, 3, 9, -3, -1
#33 O=C(Cc1ccccc1[N+](=O)[O-])c1ccc2c(c1)OCO2
→ 0, 5, 0, 6, -1, -3, 3, -1, 3, -5
#34 Cc1ccc(NC(=O)C/C(N)=N/OC(=O)Nc2ccc(C)c(Cl)c2)cc1
→ 3, 5, -1, 4, -1, 0, -6, 4, 4, -4
#35 O=C(NC(=S)Nc1ccccc1Br)C1CCC1
→ -3, -2, 1, 2, -2, -5, -1, -1, 0, 2
#36 Cc1[nH]nc2c1C(c1ccccc1)N(c1ccccc1)C2=O (stereo not given)
→ 2, 0, 0, 0, -4, ., 6, 5, -1, -1
#37 CN(C)c1nc2c(c(=O)[nH]c(=O)n2C)n1Cc1ccccc1Br
→ -1, -9, -14, -1, -3, 2, -3, -22, 2, -5
#38 COc1ccc(C)c2sc(=NC(=O)c3ccccc3)n(C)c12
→ 3, -1, -2, -3, -2, -12, -7, -11, 5, -2
#39 C[C@H](CO)N1C[C@H](C)[C@@H](CN(C)S(=O)(=O)c2ccc3c(c2)OCCCO3)OCc2cnnn2CCCC1=O
→ 2, 1, 0, -1, 8, 2, -2, 4, 1, -1
#40 Cc1cc(C(C)(C)C)oc1C(=O)NCCCNC(=O)c1oc(C(C)(C)C)cc1C
→ 0, -5, 5, -6, 3, 4, -3, 0, 3, 4
#41 Cc1nnc(Cl)c2nn(-c3ccccc3F)c(C)c12
→ 1, 4, -5, -3, -4, -6, 5, 12, -1, 1
#42 COc1cc2c(cc1OC)C(c1ccccc1F)NCC2 (stereo not given)
→ -3, -3, 0, 4, -6, 3, -5, 4, 0, -1
#43 Cc1ccc(N2C(=O)C3C4C=CC(C4)C3C2=O)cc1 (stereo not given)
→ -2, 4, -4, 0, -4, -5, -1, 9, -6, -2
#44 CC(CC(=O)NCC1CCCO1)c1ccccc1 (stereo not given)
→ -4, 10, -11, 8, 1, 0, 2, 5, 1, -3
#45 Cc1ccc(-n2c(O)c(/C=N/c3ncn[nH]3)c3ccccc3c2=O)cc1
→ 4, 3, 6, -3, -2, 3, 4, -11, 2, -1
#46 COc1ccc(CCNS(=O)(=O)c2cccc(S(=O)(=O)N3CCCC3)c2)cc1OC
→ 0, -3, 4, -4, -3, -1, 2, -6, -3, 0
#47 COc1ccc(S(=O)(=O)N(C)CC(=O)Nc2ccc3c(c2)OCCO3)cc1OC
→ 2, 6, -1, -5, -5, 1, 3, 4, -1, -2
#48 CC(=O)Nc1ccc(S(=O)(=O)N(CC(=O)NCC2CCCO2)Cc2ccccc2Cl)cc1 (stereo not given)
→ 0, 10, -2, -2, -6, 3, -7, 6, 1, -4
#49 Cc1ccccc1NC(=O)COC(=O)c1cccc(S(=O)(=O)N2CCCCC2)c1
→ 0, -6, 4, 3, -1, -2, 3, -12, 4, -3
#50 O=C(CCNS(=O)(=O)c1ccc(OC(F)(F)F)cc1)N1CCN(C/C=C/c2ccccc2)CC1
→ -9, 3, -1, -2, -1, -2, -3, -2, -1, 0

The results go on.
Each structure is followed by: rCAG RNA binder, TCR CD3 inh, GC-B act, SIAE inh, MBD2 inh, HTRA1 inh, mABHD4 FP, TDP2 absorb, LEDGF integ inh, PRMT1 FP inh
#51 O=C(NN=Cc1cccc([N+](=O)[O-])c1)c1cc(-c2cccnc2)nc2ccccc12
→ 2, 7, 9, -7, -6, -4, 0, 5, 3, 1
#52 Cc1cc(C)c(S(=O)(=O)Nc2cccc(S(=O)(=O)NC3=NCCC3)c2)c(C)c1
→ 4, 7, ., 3, 2, 8, -6, -3, 5, -3
#53 Cc1ccccc1/C=N\NC(=O)c1ccc(Cn2cccn2)o1
→ -1, 9, -7, -2, -7, -4, -2, 6, -4, 0
#54 CN(C(=O)c1ccc(NC(=O)C2CCCN(C(=O)OC(C)(C)C)C2)cc1)C1CCCC1 (stereo not given)
→ -1, -4, 0, 2, -2, -9, 4, 8, 0, 1
#55 COCC(C)NS(=O)(=O)c1ccc(C)cc1 (stereo not given)
→ -3, -4, 1, -3, 6, 0, -7, -12, -1, 2
#56 Cc1ccc(C2CC(c3ccc(Cl)cc3)n3nc(N)nc3N2)cc1 (stereo not given)
→ 2, 6, 2, 14, 1, 0, 5, -6, -2, 1
#57 Cc1cc(C)nc(NS(=O)(=O)c2ccc(NC(=O)Nc3ccccc3)cc2)n1
→ 13, 1, -1, -5, -1, 4, -1, -7, -5, 0
#58 Cn1nc(-c2ccc(N3CCOCC3)c(NS(=O)(=O)c3ccc(Cl)cc3)c2)c2ccccc2c1=O
→ 5, 1, 5, -5, 4, 3, 1, 1, -4, 2

Compound activity from PubChem.
